Tb MetRS inh – T. brucei MetRS inhibitors, primary screen, biochemical, luminescence | inhibition, % at 11.9 µM | AID 624268, 2012 | hit rate 0.4% among 360,000 | purified T. brucei MetRS, ATP depletion, Kinase-Glo luminescence | methionyl-tRNA synthetase (Trypanosoma brucei brucei);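 active means inhibition above a per-plate cutoff of the control wells' mean inhibition plus 3 SD, cut at about 5.5% in these data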;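 further: 0% = DMSO wells median and 100% = median of wells with control inhibitor compound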
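Assay system: T. brucei methionyl-tRNA synthetase, purified | Medium: HEPES buffer with MgCl2, KCl, DTT, spermine, BSA, pyrophosphatase | Compound: 11.9 µM single point | Incubation: 15 min enzyme-compound preincubation, 2 h reaction, 10 min detection, 25 °C | Measured by: Kinase-Glo luciferase luminescence reporting remaining unconsumed ATP | Measure: % inhibition normalized to control-well medians | Replication: Singlicate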
CSN deneddyl inh – inhibitors of CSN-mediated cullin deneddylation, primary screen, biochemical, fluorescence polarization, uHTS | COP9 signalosome complex subunit 5 (Homo sapiens), Q92905 | AID 651999, 2013 | hit rate 0.38% among 360,000 | inhibition, % at 12.5 µM | Purified CSN, SCF-Nedd8-OG deneddylation;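 active means pattern-corrected inhibition above about 35%, with an unprinted fluorescence ratio check between 0.5 and 1.5, limit read from the data, passing the limit was not always enough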;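 further: 0% = enzyme with substrate and 100% = substrate without enzyme; some results filed as inactive read as strong as hits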
Target sequence (Q92905 whole entry, looked up, one chain of several): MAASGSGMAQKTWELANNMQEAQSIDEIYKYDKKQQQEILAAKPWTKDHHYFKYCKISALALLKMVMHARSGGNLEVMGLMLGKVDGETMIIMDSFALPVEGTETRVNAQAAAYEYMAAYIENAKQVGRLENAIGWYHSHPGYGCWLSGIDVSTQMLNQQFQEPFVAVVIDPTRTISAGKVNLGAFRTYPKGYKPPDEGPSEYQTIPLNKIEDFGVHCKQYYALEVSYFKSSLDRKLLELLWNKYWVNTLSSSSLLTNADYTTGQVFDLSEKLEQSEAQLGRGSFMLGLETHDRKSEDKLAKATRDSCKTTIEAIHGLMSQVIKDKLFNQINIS
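Schedule: reaction 90 min, room temperature / Assay system: HEK293T-derived human Csn5 enzyme / Input: Csn5 at 0.24 nM final / Measure: inhibition of Csn5 cleavage, % / Control set: substrate-only high control, full reaction low control / Technique: fluorescence polarization of the substrate / Buffer or medium: Tris/NaCl/DTT buffer, pH 7.5 / Reagent: SCFSkp2-Nedd8OG substrate at 10 nM final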
STEP block – STEP phosphatase inhibitors, primary screen, biochemical, fluorescence intensity, uHTS | Tyrosine-protein phosphatase non-receptor type 5 (Homo sapiens), P54829 | recombinant STEP, OMFP fluorogenic substrate | inhibition, % at 20 µM | hit rate 0.25% among 360,000 | AID 588621, 2011;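 active means inhibition at 20 µM, scaled per plate between control wells, above about 37%, limit read from the data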;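 further: 0% = DMSO with enzyme and substrate and 100% = substrate only without enzyme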
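System: STEP (striatal-enriched tyrosine phosphatase) enzyme, cell-free; medium: Bis-Tris pH 6.0 buffer with DTT, detergent; dosing: 20 µM, 1% DMSO; times: reaction 20 min, ambient temperature; detection: fluorescence, 480/540 nm; read-out basis: normalized % inhibition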
Rpn11 block – Rpn11 (PSMD14) deubiquitinase inhibitors, primary screen, biochemical, fluorescence polarization, uHTS; 26S proteasome non-ATPase regulatory subunit 14 (Homo sapiens), O00487; human 26S proteasome, Ub4-pepOG fluorescence polarization; 20S core pre-blocked with epoxomicin; calls only at 20 µM; hit rate 0.59% among 360,000;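 active means inhibition at 20 µM, scaled to each plate's controls, above about 33%, limit read from the data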
Target sequence (O00487 whole entry, looked up): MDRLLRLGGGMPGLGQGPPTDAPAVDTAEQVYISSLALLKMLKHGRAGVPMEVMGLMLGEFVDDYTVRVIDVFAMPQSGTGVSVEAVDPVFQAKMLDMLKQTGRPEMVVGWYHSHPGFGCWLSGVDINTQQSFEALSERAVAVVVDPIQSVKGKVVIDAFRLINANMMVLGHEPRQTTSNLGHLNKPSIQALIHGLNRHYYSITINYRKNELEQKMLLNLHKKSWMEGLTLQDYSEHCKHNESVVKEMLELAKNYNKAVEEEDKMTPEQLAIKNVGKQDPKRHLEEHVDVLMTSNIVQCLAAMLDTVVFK
NadD block – inhibitors of S. aureus NadD, primary screen, biochemical, colorimetric, uHTS. Nicotinate-nucleotide adenylyltransferase NadD (Staphylococcus aureus N315). purified NadD enzyme, colorimetric absorbance read-out. inhibition, % at 20 µM. hit rate 0.78% among 360,000. AID 602399, 2012; in the data active means inhibition above about 26%; further: some compounds past the cut are filed as inactive
SUMO1-SIM PPI – modulators of SUMO1 protein-protein interactions, primary screen, biochemical, uHTS; Small ubiquitin-related modifier 1 (Homo sapiens), P63165; SUMO1 binding to a labelled peptide, TR-FRET, 1 h; inhibition, % at 20 µM; hit rate 0.33% among 360,000; in the data active means inhibition above about 37%
Target sequence (P63165 whole entry, looked up): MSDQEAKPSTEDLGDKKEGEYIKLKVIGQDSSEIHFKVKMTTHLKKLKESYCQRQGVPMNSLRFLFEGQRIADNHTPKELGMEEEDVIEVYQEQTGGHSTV
DNMT1 block – human DNMT1 methyltransferase inhibitors, primary screen, biochemical, molecular beacon, fluorescence, HinP1I cleavage, uHTS. AID 588458, 2011. DNA (cytosine-5)-methyltransferase 1 (Homo sapiens), P26358. hit rate 0.83% among 360,000. inhibition (reported as % activation of signal), % at 10 µM; in the data active means inhibition above about 50%
MsrA inh – bovine MsrA enzyme inhibitors, primary screen, biochemical, absorbance, HTS | Methionine sulfoxide reductase A (Bos taurus) | purified bovine MsrA, absorbance read-out | inhibition, % at 15.5 µM | hit rate 0.75% among 360,000; in the data active means inhibition above about 4.5%;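 further: 0% = vehicle wells with enzyme and 100% = reference inhibitor wells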
Scp1 inh – Scp-1 phosphatase inhibitors, primary screen, biochemical, colorimetric, uHTS. Recombinant Scp1, phosphopeptide, malachite green phosphate absorbance. inhibition, % at 20 µM. hit rate 0.88% among 340,000;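 active means inhibition above about 50% at 20 µM, limit read from the data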;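 further: plate controls were DMSO wells with enzyme for no effect and wells lacking enzyme for full effect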
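System: truncated SCP-1 phosphatase (76-261aa); medium: Tris acetate buffer pH 5.5 with MgCl2 and Tween-20; incubation: 45 min room-temperature reaction, 5 min colour, 30 min stabiliser; compound: single 20 µM dose, 1% DMSO; reagent: Phosphorylated 17-residue peptide substrate; read-out: % inhibition at 20 µM; technique: colorimetric free-phosphate detection, absorbance 630 nm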
LMPTP inh – LMPTP phosphatase inhibitors, primary screen, biochemical, fluorescence intensity, uHTS; Low molecular weight phosphotyrosine protein phosphatase (Homo sapiens), P24666; recombinant LMPTP-A, OMFP fluorogenic substrate; inhibition, % at 20 µM; hit rate 0.22% among 360,000;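 active means compounds that cut the enzyme signal by at least half of the control window in the single-dose screen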;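 further: plate controls were DMSO wells with enzyme plus substrate for no effect and substrate without enzyme for full effect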
Target sequence (P24666 whole entry, looked up): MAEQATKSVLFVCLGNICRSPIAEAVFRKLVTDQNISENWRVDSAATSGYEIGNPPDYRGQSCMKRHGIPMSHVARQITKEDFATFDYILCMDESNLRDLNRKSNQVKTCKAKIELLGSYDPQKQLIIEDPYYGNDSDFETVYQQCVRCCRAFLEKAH
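Test system: LMPTP-A, protein tyrosine phosphatase of low molecular weight; Input: 0.625 nM enzyme; Incubation: 50 min dark incubation at room temperature; Signal: endpoint fluorescence intensity from OMFP dephosphorylation; Read-out basis: % inhibition versus control wells.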
The depositor's hits bear a star; i = inactive; x = not tested or not shown; & = joins results of further samples.

no.	Molecule	NadD block	MsrA inh	STEP block	Scp1 inh	SUMO1-SIM PPI	Rpn11 block	CSN deneddyl inh	DNMT1 block	Tb MetRS inh	LMPTP inh
1	OCCNc1nc2ccccc2n1CCN1CCCCC1	3	1.1	-2	-12	0	i	-1	1	-1.5	0.8
2	Cc1ccc(NC(=O)/C(Cl)=C\c2ccccc2)cc1	-7	1.8	-1	-5	-1	i	0	9	0.2	-0.4
3	COc1ccc(Nc2ncc(C(=O)N3CCN(c4ccc(F)cc4)CC3)c3ccccc23)cc1	10	0.6	-1	-15	-4	i	6	-13	0.5	2.3
4	CCCOP(=O)(OCCC)c1c([N+](=O)[O-])cc(C(F)(F)F)cc1[N+](=O)[O-]	-1	-0.3	4	-3	-19	i	-1	5	-0.3	-0.8
5	CC(C)Oc1ccc(C(=O)NCc2cccs2)cc1	-1	-0.8	3	0	4	i	-2	1	0.2	-0.8
6	O=S1(=O)CC(N2CCN(c3ccccn3)CC2)CN1Cc1ccc(F)cc1 (centres undefined)	-3	-0.6	-1	x	4	i	-2	6	-0.7	-0.9
7	CCOc1ccc(NC(=O)N2CCc3ccccc3C2)cc1	-4	-0.1	0	-5	0	i	-3	1	-0.2	1.3
8	Cc1cc(OC(=O)c2ccccc2C(F)(F)F)c([N+](=O)[O-])c(=O)[nH]1	-4	-0.6	2	19	0	i	-2	11	-0.4	-0.1
9	CCOC(=O)Cc1ccc(Nc2nc3cc(-c4ccccc4C)sc3c(=O)n2C)cc1	4	2.4	1	x	-8	i	0	-26	-0.5	1.3
10	COCCN(Cc1nc2ccccc2c(=O)[nH]1)C(=O)c1cccc(S(=O)(=O)N2CCCC2)c1	-3	0.4	-1	-3	2	i	-3	-4	0.1	0.1
11	O=C(Nc1ccc([N+](=O)[O-])cn1)c1cc(-c2cccc(Cl)c2)nc2ccccc12	11	-0.5	4	4	-8	i	-3	-6	-0.5	0.1
12	O=C(c1cc2n(n1)C(C(F)(F)F)CC(c1ccc(Cl)cc1)N2)N1CCCC1 (centres undefined)	-3	-0.2	-3	-1	2	i	3	3	-0.9	0.6
13	Cc1ccc(-n2nc(C(=O)O)c(C)c(C#N)c2=O)cc1Cl	-9	0.7	-2	-2	-32	i	-7	1	-0.5	-0.7
14	CCOC(=O)C1(C)CCN1C(=O)CSc1ccccc1 (centres undefined)	-6	-0.9	-2	x	-4	i	-3	0	-0.4	1.5
15	O=C(NCCC1=CCCCC1)C1CCN(S(=O)(=O)c2cccc3nsnc23)CC1	0	1.3	0	5	-19	i	-1	0	-1.9	0.9
16	N#CCCn1cc(C(N)=O)c(-c2ccc3ccccc3c2)n1	-7	1.6	2	-12	-9	i	0	-4	0.6	-0.2
17	CN(C)c1ccc(NC(=O)Oc2ccccc2)cc1	2	-1.2	0	-5	1	i	-2	-2	-2.3	0.4
18	O=C(COc1ccc2c(-c3ccccc3)cc(=O)oc2c1)Nc1ccc(CN2CCOCC2)cc1	-3	0.4	1	1	-6	i	-3	31	-0.4	6.0
19	CCC(=O)N1CCC1(C)C(=O)Nc1cc(OC)ccc1OC (centres undefined)	-1	-0.6	0	x	2	i	-3	4	-0.2	-1.3
20	CCOC(=O)N1CCN(C(=O)c2ccccc2NC(=O)c2ccc(Br)cc2)CC1	0	0.7	0	-6	1	i	4	-2	0.0	0.1
21	COc1ccc2[nH]c3c(c2c1)CCN1C(=O)C(CC(=O)NCCc2ccccn2)C[C@H](C(=O)N2CCCCC2)[C@@]31CCc1ccccc1 (some centres undefined)	2	-1.4	3	4	3	i	0	-6	-1.9	-3.6
22	O=C(Nc1cccc([N+](=O)[O-])c1)c1cc(S(=O)(=O)Nc2ccccn2)ccc1Cl	3	0.8	0	-5	-20	i	1	-3	0.0	-0.1
23	CCOC(=O)c1c(NC(=S)Nc2ccc(Cl)cc2)sc(C)c1C	-5	-0.4	2	-4	-5	i	-4	17	-0.3	-0.9
24	CC(=O)N1CCN(c2c(F)c(F)c(C(F)(F)F)c(F)c2F)CC1	5	0.2	4	4	-4	i	-3	4	-0.8	0.0
25	CCCc1ccc2oc(C(=O)NCCc3cnn(C)c3)c(C)c2c1	-9	-0.6	0	-13	-2	i	2	-2	-0.1	1.0
26	COc1cc(-c2nc3ccccn3c2/N=C/c2ccc(F)cc2)ccc1O	-2	0.8	-2	-6	-8	i	-6	0	-0.1	4.4
27	Cc1ccc(-c2cc(C(F)(F)F)nc(SCC(=O)c3cccc([N+](=O)[O-])c3)n2)cc1	-6	1.3	3	-15	-4	i	-1	5	-0.1	1.6
28	COCCn1c(N2CCN(c3ccccc3)CC2)nc2c1c(=O)n(C)c(=O)n2C	-2	2.9	1	-9	2	i	-7	4	0.1	0.0
29	Cc1cnc(C(=O)NCCc2ccc(Cl)cc2)cn1	-7	0.5	2	7	9	i	-5	0	-0.4	-1.6
30	O=C(CSC1=NCCS1)NCc1ccco1	4	0.4	-1	-9	-3	i	5	-2	-0.2	-2.6

The list goes on.
no.	Molecule	NadD block	MsrA inh	STEP block	Scp1 inh	SUMO1-SIM PPI	Rpn11 block	CSN deneddyl inh	DNMT1 block	Tb MetRS inh	LMPTP inh
31	CC(=O)Nc1ccc(S(=O)(=O)N2CCN(C(=O)c3ccco3)CC2)cc1	0	0.8	1	-16	0	i	-6	-2	-0.2	-1.5
32	COc1ccc(Nc2cc(C(=O)N3CCc4ccccc4C3)c3ccccc3n2)c(OC)c1	11	0.4	-3	1	-1	i	3	-18	0.7	4.2
33	CN(C)S(=O)(=O)c1cc(NC(=O)CN2CCNC(=O)C2)ccc1Cl	0	-1.1	1	-1	2	i	-16	2	-0.3	-0.9
34	COc1ccc(NC(=O)CCCNC(=O)Cn2cnc3sc(C)c(C)c3c2=O)c(OC)c1	3	-0.6	2	0	-3	i	1	4	-0.1	0.2
35	O=C(Nc1cccc2ccccc12)c1ccccc1Cl	1	-0.6	-2	-10	-5	i	2	0	0.1	-1.6
36	O=C(COC(=O)c1cc(S(=O)(=O)Nc2ccccc2Cl)ccc1O)Nc1ccc(F)c(F)c1F	-1	0.5	0	-12	9	i	2	-3	-0.4	-0.2
37	COc1cccc(NC(=O)[C@H](Cc2c[nH]c3ccccc23)NC(=O)[C@@H]2Cc3ccccc3CN2)c1	17	-0.1	-4	7	-2	i	-2	-12	1.6	-1.0
38	CC(C)CC1Nc2ccc(C(=O)NCCCN3CCOCC3)cc2NC1=O (centres undefined)	-1	1.4	-1	1	-9	i	2	-5	0.1	-1.0
39	COc1cc(/C=C2/C(=N)N3C=CSC3=NC2=O)ccc1OCCCOc1cc(C)ccc1C	2	-0.1	0	-8	2	i	6	17	0.3	1.7
40	Clc1cccc(OCCCCN2CCCCC2)c1	-2	-1.3	-6	4	0	i	1	6	-0.7	-3.1
41	COc1ccc(Br)cc1S(=O)(=O)n1ccnc1	0	1.6	-2	0	-4	i	-2	1	-1.0	-1.7
42	c1ccc(CNc2c(-c3cccc(SC4CCCCC4)c3)nc3ccccn23)cc1	2&12	-0.9	-1	7	5&2	i	3&3	-10	-0.6&0.2	8.3&4.9
43	COc1ccc(C(CNC(=O)CN2C(=O)NC3(CC(C)CC(C)(C)C3)C2=O)N2CCOCC2)cc1 (centres undefined)	4	-0.1	1	-3	0	i	1	-1	-0.4	-0.9
44	COc1cc(OC)cc(C(=O)NC(=S)Nc2ccc(NC(=O)c3ccco3)cc2)c1	-4	0.7	0	-3	5	i	-2	-3	-0.7	-2.0
45	CCOC(=O)Cn1cnc2scc(-c3ccc(C)cc3)c2c1=O	-4	-0.1	4	-2	-1	i	-2	2	-1.4	-0.4
46	Cc1ccc(-c2csc(C(C)(O)c3cccc(F)c3)n2)cc1C (centres undefined)	-6	-0.5	-3	x	3	i	1	7	-0.1	0.9
47	O=C(COC(=O)c1cc(S(=O)(=O)N2CCOCC2)ccc1Cl)NCc1ccco1	1	1.5	2	0	5	i	4	-12	0.0	-0.7
48	COc1ccc2c(c1)-c1nc(NC(=O)c3cccs3)sc1CC2	7	1.5	29	-6	-1	i	1	-17	-1.1	2.8
49	Cc1ccc2c(c1)N(CC(=O)Nc1ccc3c(c1)OCCO3)C(=O)CO2	-2	0.0	3	-8	1	i	2	5	0.1	-0.5

Assay outcomes (PubChem BioAssay)
